GSTO1 inh – GSTO1 inhibition, counter-screen for RBBP9 inhibitors. recombinant GSTO1, activity-based probe fluorescence polarization. AID 1974. P78417. inhibition, % at 5.96 µM. 300,000 tested, 1.1% active;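 active means inhibition above the campaign mean inhibition plus 3 SD, cut at about 35% in these data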;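 further: 0% = GSTO1-1 with DMSO and 100% = wells lacking GSTO1-1 enzyme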
PAFAH1B3 FP inh – PAFAH1B3 (human) inhibition; inhibition, % at 3.39 µM; recombinant PAFAH1B3, FP-rhodamine probe, fluorescence polarization; 340,000 tested, 0.28% active; AID 492972; Q15102;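 active means inhibition above the screen-wide average of all tested compounds plus 3 SD, cut at about 25% in these data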;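 further: 0% = enzyme with DMSO only and 100% = wells lacking PAFAH1B3 protein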
PAFAH2 FP inh – inhibitors of human PAFAH2. Q99487. recombinant PAFAH2, FP-rhodamine activity probe, fluorescence polarization. inhibition, % at 3.39 µM. 340,000 tested, 0.99% active. AID 492956;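 active means inhibition above the mean over all tested compounds plus 3 SD, cut at about 30% in these data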;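 further: inhibitors block probe labeling of enzyme so polarization drops; 0% = enzyme with DMSO and 100% = wells lacking PAFAH2 protein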
PAFAH1B2 FP inh – blocks human PAF acetylhydrolase 1b catalytic subunit 2 | recombinant PAFAH1B2, FP-rhodamine activity probe, fluorescence polarization | 340,000 tested, 1.2% active | P68402 | inhibition, % at 3.39 µM;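 active means inhibition above the mean of all tested compounds plus 3 SD, cut at about 24% in these data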;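 further: 0% = enzyme with DMSO and 100% = wells lacking PAFAH1B2; many of its hits are not listed in these tables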
LYPLA1 inh – blocks human lysophospholipase 1, a PME1 counter-screen | O75608 | recombinant LYPLA1, FP-Rh probe fluorescence polarization | inhibition, % at 5.9 µM | 320,000 tested, 0.16% active;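 active means inhibition above the mean of all tested compounds plus 3 SD, set per campaign, cut at about 14% in these data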;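 further: inhibitors block serine hydrolase probe labeling of LYPLA1 so polarization falls; 0% = enzyme with DMSO and 100% = wells lacking LYPLA1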
Target sequence (O75608 whole entry, looked up): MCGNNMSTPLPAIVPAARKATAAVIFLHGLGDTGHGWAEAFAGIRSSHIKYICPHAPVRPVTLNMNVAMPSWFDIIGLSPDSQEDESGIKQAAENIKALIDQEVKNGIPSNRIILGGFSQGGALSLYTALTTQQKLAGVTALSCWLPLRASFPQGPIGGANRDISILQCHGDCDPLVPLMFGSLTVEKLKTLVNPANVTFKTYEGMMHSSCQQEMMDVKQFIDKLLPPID
PME-1 inh – PME-1 (human) inhibition | Q9Y570 | recombinant PME-1, FP-Rh probe fluorescence polarization | inhibition, % at 5.9 µM | 320,000 tested, 0.53% active | AID 2130;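 active means inhibition above the campaign mean of all compounds plus 3 SD, cut at about 26% in these data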;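 further: competitive labeling of PME-1 active site by serine hydrolase directed probe; 0% = PME-1 with DMSO and 100% = wells lacking PME-1 enzyme; inhibitors block probe labeling so polarization falls and inhibition rises; many of its hits are not listed in these tables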
Target sequence (Q9Y570 whole entry, looked up): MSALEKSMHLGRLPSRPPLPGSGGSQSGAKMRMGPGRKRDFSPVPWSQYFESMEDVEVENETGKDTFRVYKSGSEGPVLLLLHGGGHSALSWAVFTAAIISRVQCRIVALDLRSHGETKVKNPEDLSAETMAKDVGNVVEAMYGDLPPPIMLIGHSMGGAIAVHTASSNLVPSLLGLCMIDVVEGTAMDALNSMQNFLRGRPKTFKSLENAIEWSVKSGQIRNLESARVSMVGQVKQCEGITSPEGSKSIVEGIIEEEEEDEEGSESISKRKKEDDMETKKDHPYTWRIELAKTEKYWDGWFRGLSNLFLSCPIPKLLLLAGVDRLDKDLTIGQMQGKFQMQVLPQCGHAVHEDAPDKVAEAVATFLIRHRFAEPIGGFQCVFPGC
Fam108B inh – counter-screen for RBBP9 inhibitors: inhibitors of mouse Fam108B; inhibition, % at 9.51 µM; recombinant Fam108B, FP-Rh probe fluorescence polarization; 300,000 tested, 0.33% active;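 active means inhibition above the screen mean inhibition plus 3 SD, computed separately per campaign, cut at about 18% in these data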;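 further: inhibitors lower polarization as less probe binds the enzyme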
pPAFAH inh – pPAFAH (human) enzyme inhibition | Q13093 | recombinant pPAFAH, FP-rhodamine probe fluorescence polarization | inhibition, % at 3.39 µM | 330,000 tested, 1.5% active | AID 463082;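 active means inhibition above the mean inhibition across the screen plus 3 SD, cut at about 25% in these data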;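 further: inhibitors block binding of the rhodamine activity-based probe so polarization drops; 0% = enzyme with DMSO and 100% = wells lacking pPAFAH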
Target sequence (Q13093 whole entry, looked up): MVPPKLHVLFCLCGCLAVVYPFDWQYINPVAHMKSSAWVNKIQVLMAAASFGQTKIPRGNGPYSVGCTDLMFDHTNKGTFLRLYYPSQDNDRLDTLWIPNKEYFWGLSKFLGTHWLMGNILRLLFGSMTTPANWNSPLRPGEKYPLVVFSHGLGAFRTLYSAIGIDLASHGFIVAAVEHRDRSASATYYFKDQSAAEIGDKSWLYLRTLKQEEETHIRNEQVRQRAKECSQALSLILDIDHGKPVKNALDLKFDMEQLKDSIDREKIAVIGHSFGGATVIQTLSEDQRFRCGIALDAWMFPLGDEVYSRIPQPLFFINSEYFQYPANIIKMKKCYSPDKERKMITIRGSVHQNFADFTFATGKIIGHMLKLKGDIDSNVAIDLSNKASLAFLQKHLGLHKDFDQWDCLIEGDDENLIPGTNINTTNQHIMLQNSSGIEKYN
PAD4 FP inh – blocks human protein arginine deiminase 4. Q9UM07. 330,000 tested, 0.41% active. recombinant PAD4, RCA probe fluorescence polarization. inhibition, % at 6.36 µM. AID 485272;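 active means percent inhibition above a cutoff equal to the mean of all tested compounds plus 3 SD, cut at about 15% in these data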;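 further: 0% = PAD4 with RCA probe and DMSO and 100% = probe without PAD4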
Active calls of the source: *; . = no result given. Not all compounds are listed (hit frequency here may not be typical).

Structure,GSTO1 inh,PAFAH1B3 FP inh,PAFAH2 FP inh,PAFAH1B2 FP inh,LYPLA1 inh,PME-1 inh,Fam108B inh,pPAFAH inh,PAD4 FP inh
CC1(C)CC2CC(C)(CN2c2ncnc3ccccc23)C1 (centres undefined),1,-5,1,17,0,8,0,2,-1
CC(C)c1csc(CN2CCC(N3CCC(C(=O)NCC4CCCO4)CC3)CC2)n1 (centres undefined),1,0,-4,4,3,0,-1,3,-3
CCOC(=O)C(NC(C)=O)(Nc1cccc(F)c1)C(F)(F)F (centres undefined),5,11,-4,2,2,3,-4,1,0
CS(=O)(=O)N(CC(=O)Nc1ccc2c(c1)OCCO2)c1ccc2c(c1)OCO2,4,5,-5,0,-2,-5,3,5,0
COc1ccc(-c2nnc3n2CCCCC3)cc1OC,2,1,11,-5,0,1,0,2,7
O=S(=O)(c1ccc(Br)s1)N1CCN(CCc2ccccc2)CC1,.,6,4,16,-1,4,.,3,0
C(=C\c1ccccc1)/CN1CCN(c2ncnc3c2oc2ccccc23)CC1,-3,2,-36,-3,15*,0,-2,0,1
CC(NC(=S)Nc1ccccc1OC(F)F)C(C)(C)C (centres undefined),-1,4,3,5,0,1,1,-1,-3
COc1cc(S(=O)(=O)N2CCN(c3ccc(F)cc3)CC2)ccc1Cl,1,-2,1,5,-3,2,-3,0,10
CCOc1ccc(C(C)=O)cc1COC(=O)c1cccnc1SC,6,5,-1,0,-2,3,-1,-2,2
COc1cc2c(cc1NC(=O)c1cccnc1)oc1ccccc12,-9,-6,-3,2,-5,28*,14,9,-1
CC(C)c1ccc(NC(=O)C2CCN(S(=O)(=O)c3ccc4c(c3)C(C)(C)C(=O)N4C)CC2)cc1,4,7,0,5,-1,5,-1,-10,2
N#C/C(=C\c1cccc(Oc2ccccc2)c1)C(=O)N1CCOCC1,8,5,7,0,-1,7,-8,3,1
Cc1ccc(CC(=O)Nc2ccc(S(=O)(=O)Nc3ncccn3)cc2)cc1,-4,10,2,-2,-1,-1,-3,6,-3
O=c1c2ccccc2nc(SCc2cc(F)ccc2F)n1C1CCCC1,0,7,6,1,1,5,2,6,1
COc1ccccc1C(=O)NC1CCN(C(=S)NCCc2ccccc2)CC1,-1,7,-1,4,-3,2,1,5,0
CC(C)C[C@H](NC(=O)c1nc[nH]c1C(=O)NCc1ccc(CNC(=O)OC(C)(C)C)cc1)C(=O)OC(C)(C)C,-1,-3,-13,2,-9,-8,-6,2,1
COc1ccc(CN(C)c2ccc(S(=O)(=O)N3CCN(C)CC3)cc2[N+](=O)[O-])cc1OC,.,-1,-2,13,-1,1,.,4,1
O=C(N/N=C/c1coc2ccccc2c1=O)c1ccc(Cl)cc1,-3,2,2,0,-1,-1,-4,9,-3
Cc1nc(-c2ccc(F)cc2)c(CC(=O)N(C)CC(=O)Nc2ccc(F)cc2)s1,-3,-4,1,-1,-1,3,-3,0,-6
COc1ccc(/C=N/Nc2nc3ccccc3c(=O)n2-c2ccccc2)cc1OC,-1,-11,-3,6,4,3,6,24,0
O=C(NC(=S)NNC(=O)c1ccccc1O)c1ccccc1,-10,11,31*,5,0,2,6,9,-3
Cc1ccc(NC2CC(=O)N(c3ccc(C)cc3)C2=O)cc1 (centres undefined),0,-3,-7,2,-2,-8,3,0,5
CN(C)c1nc(C(F)(F)F)cc(=O)[nH]1,-10,2,4,-2,-2,-3,-5,-4,-6
CC1CCN(CCCNC(=O)C2CCCN(c3ncnc4c3nc3n4CCCCC3)C2)CC1 (centres undefined),-7,-2,-4,9,1,-5,-5,3,8
CC1CC1C(=O)Nc1nc(-c2ccc(Cl)s2)cs1 (centres undefined),4,-4,-8,1,-7,0,20*,-1,-8
O=C(Nc1ccc(OCC(=O)N2CCOCC2)cc1)c1ccccc1Cl,-1,4,0,1,6,-1,4,4,2
O=C(Nc1cccc(-c2cnc3ccccc3n2)c1)c1ccco1,-2,-1,-9,-2,-4,-5,-5,1,-2
O=C(NCc1ccco1)c1sc2cccc(F)c2c1Cl,-6,0,0,-1,-3,-2,-2,6,-3
COc1cc(-n2c(C)nc3cc(C(=O)NCC4CCCO4)ccc32)cc(OC)c1OC (centres undefined),13,3,-5,1,-1,-3,-1,1,1
O=C1NC(=S)N/C1=C\c1ccc(N2CCOCC2)cc1,-7,8,7,-1,0,1,-4,8,-3
O=C(N1CCOCC1)N1CCN(S(=O)(=O)c2ccc(Cl)cc2)CC1,7,10,4,25*,2,0,-4,3,2
Cc1c(C(=O)Nc2c(C)n(C)n(-c3ccccc3)c2=O)oc2ccccc12,2,11,1,3,-3,-9,4,0,-4
CC(C)C1Cc2c(sc3ncnc(NN)c23)CO1 (centres undefined),0,15,0,-1,-2,5,-5,6,-2
CC(C)(C)Nc1nc(OCC(F)(F)F)nc(OCC(F)(F)F)n1,8,7,0,6,1,-3,1,-2,2
CCC1(C)Cc2nc3[nH]c(=S)n(-c4ccc(C)cc4)c(=O)c3cc2CO1 (centres undefined),3,7,-1,9,0,-3,2,2,0
CN1CCN(C(=O)c2cccn(Cc3ccc(C(F)(F)F)cc3)c2=O)CC1,-5,0,16,-6,4,6,5,-2,-5
CCCc1c(O)nc(SCC(=O)NCc2ccco2)[nH]c1=O,9,1,4,3,-3,-8,-2,1,-1
O=C(NC1CCCCC1)C(=O)c1c[nH]c2ccccc12,-7,-1,3,5,-8,0,-2,4,-4
OC(COc1ccc(OCC(O)CN2CCN(Cc3ccccc3)CC2)cc1)CN1CCN(Cc2ccccc2)CC1 (centres undefined),4,.,.,.,4,-3,4,3,-4
CC1CCCCN1CCCNC(=O)CN1C(=O)c2cccnc2Oc2ccccc21 (centres undefined),-1,9,2,5,0,4,2,3,5
CSc1ccc(C(=O)C2CCCN(C(=O)CCc3c(C)nn(C)c3C)C2)cc1 (centres undefined),-1,-7,6,2,-2,3,3,4,-1
CCN1C(=O)c2ccc(C(=O)Nc3nccs3)cc2C1=O,5,2,4,2,0,-5,-4,4,-3
Cc1cc(C)cc(C(=O)Nc2cc3c4c(c2)CC(=O)N4CCC3)c1,5,4,3,2,2,6,1,7,7
CC(=O)Nc1ccc(OC/C=C(\C)Cl)cc1,3,0,-1,3,1,-1,1,-1,1
COc1ccc(CN2C(=O)C3C4C=CC(C4)C3C2=O)cc1 (centres undefined),10,-6,-2,7,-1,-8,6,-4,-2
CN(C)c1ccc(/C=C/c2nc3ccccc3s2)cc1,0,5,14,-2,-5,2,1,2,-8
Cc1ccc(NC(=O)CN2C(=O)NC3(CCC(C)CC3)C2=O)c(Cl)c1 (centres undefined),5,5,4,4,-1,3,1,5,3
O=[n+]1cc(-c2ccc(Br)cc2)n([O-])c2c1CCC2,0,15,9,6,-1,-7,-3,0,-1
CSCC[C@H](NC(=O)[C@H]1N2C(=O)c3ccccc3C2SC1(C)C)C(=O)NCc1ccncc1 (some centres undefined),3,-4,3,2,-1,4,1,8,-3

The results go on.
Structure,GSTO1 inh,PAFAH1B3 FP inh,PAFAH2 FP inh,PAFAH1B2 FP inh,LYPLA1 inh,PME-1 inh,Fam108B inh,pPAFAH inh,PAD4 FP inh
CC(C(=O)Nc1ccc(S(=O)(=O)N2CCCC2)cc1)N(C)Cc1ccc(F)cc1 (centres undefined),.,1,-2,-1,-2,3,.,0,0
CC1(C)CC(=O)C=C(NCC(=O)O)C1,0,-1,1,2,0,3,-6,2,2
CCOc1ccc(CCNC(=O)COC(=O)c2ccc3c(c2)OCCO3)cc1OCC,-6,2,6,0,-2,0,-2,7,3
CCOC(CNC(=O)C(=O)NCC(c1ccco1)N1CCN(c2ccc(OC)cc2)CC1)OCC (centres undefined),-6,3,-2,-3,5,0,0,5,0
COc1ccc2c(c1)CCC1=C2NC(=S)NC1c1ccc(N(C)C)cc1 (centres undefined),-5,-1,2,3,0,14,8,11,-5
O=C(Nc1nc2ccc([N+](=O)[O-])cc2s1)c1ccncc1,4,10,2,3,-2,-4,-2,0,-4
CCOc1ccc(-c2nc3ccccc3c(=O)o2)cc1,7,3,54*,-4,1,2,-6,-1,2
CCN(CC)CCNC(=O)c1cn(CC)c2cc(N3CCN(C)CC3)c(F)cc2c1=O,4,1,3,5,0,-1,-7,2,2
COC(=O)c1cc(C)nc2c1c(C)nn2-c1ccccc1,.,11,2,6,0,3,.,3,1
COC(=O)/C(C(C)=O)=C(/C=C/C=C/N(C)C)N(C)C,9,8,1,-1,1,-3,-2,3,1
CCNC(=S)N(CCCN(CC)CC)Cc1cc2cc3c(cc2[nH]c1=O)OCO3,-3,-1,-4,1,-1,-3,-3,0,-4
CN(CC(CC(=O)Nc1nncs1)c1ccccc1)S(=O)(=O)c1ccc(Br)cc1 (centres undefined),-5,5,4,7,-1,1,-4,1,-5
Cc1ccc(N=c2c([N+](=O)[O-])nn(-c3ccc4c(c3)OCCO4)n2O)cc1F,4,6,6,-2,-2,7,5,7,6
COc1cccc(NC(=O)CN(C)C(=O)c2cccc(S(=O)(=O)N3CCN(c4ccc(F)cc4)CC3)c2)c1,9,0,0,0,1,-2,-1,2,2
Cc1cc(Oc2ccc(Br)cc2)nc(SCC(=O)c2ccccc2)n1,3,13,-9,17,-1,6,7,6,-5
Cc1ccccc1-n1c(=O)cc(N2CCN(Cc3ccccc3)CC2)[nH]c1=O,8,19,12,11,-3,-8,-3,-3,-9
COc1ccccc1NC(=S)NCC1CCC(CNC(=S)Nc2ccccc2OC)CC1 (centres undefined),-7,-3,-2,4,-2,0,-2,1,1
O=C(CSc1nc(Cc2ccccc2)nc2ccccc12)Nc1ccc2c(c1)OCCO2,13,-1,-1,0,-5,-10,9,-8,5
CC(=O)N1CCc2c(sc(NC(=O)C3CC3)c2-c2nc3ccccc3s2)C1,6,-4,5,-2,-2,-2,-5,14,2
O=C(CCn1nc(-c2ccc(Cl)cc2)ccc1=O)N1CCOCC1,-3,11,-5,-7,-2,-4,1,13,3
CN1CCN(c2ccc(C(=O)c3ccc(Br)cc3)cc2[N+](=O)[O-])CC1,0,1,3,-1,0,2,-2,22,7
Cc1c(Cl)cccc1NC(=O)CNC(=O)CCS(=O)(=O)c1ccc(F)cc1,.,9,3,2,0,-2,.,-1,-6
Cc1ccc(S(=O)(=O)N(C)C)cc1NC(=S)Nc1ccc2[nH]c(=O)[nH]c2c1,9,15,3,4,1,1,2,-3,-1
CC1CC(C)CN(CCCNC(=O)C2CCN(c3nnc(-n4cccc4)s3)CC2)C1 (centres undefined),-14,-1,5,2,-1,-4,-6,-8,-2
Cc1ccc(C2(C)NC(=O)N(CC(=O)Nc3ccccc3N3CCCC3)C2=O)cc1 (centres undefined),1,1,5,-1,1,3,4,5,-4
COc1ccc(-n2c(-c3cc(-c4ccccc4)sc3N)n[nH]c2=S)cc1,-1,3,8,4,0,6,3,18,1

Part of the list above, with values under each structure:
Each structure is followed by: GSTO1 inh, PAFAH1B3 FP inh, PAFAH2 FP inh, PAFAH1B2 FP inh, LYPLA1 inh, PME-1 inh, Fam108B inh, pPAFAH inh, PAD4 FP inh
- O=C(CCn1nc(-c2ccc(Cl)cc2)ccc1=O)N1CCOCC1
    -3, 11, -5, -7, -2, -4, 1, 13, 3
- COc1ccc2c(c1)CCC1=C2NC(=S)NC1c1ccc(N(C)C)cc1 (centres undefined)
    -5, -1, 2, 3, 0, 14, 8, 11, -5

Assay outcomes (PubChem)
